Mtb RmlCD inh: M. tuberculosis RmlC/RmlD coupled enzyme inhibitors, primary screen, biochemical, compound mixtures, 384-well, from 1536-well plates. inhibition, % at 3.6 µM. actives 0.03% (n = 160,000). dTDP-4-dehydrorhamnose reductase (Mycobacterium tuberculosis (strain ATCC 25618 / H37Rv)) …. RmlC+RmlD coupled enzyme assay, percent inhibition; primary screen in compound mixtures; in the data active = inhibition mostly above about 34%, no sharp cut-off; note: some results filed as inactive read as strong as hits
Target sequence (P9WH09 whole entry, looked up): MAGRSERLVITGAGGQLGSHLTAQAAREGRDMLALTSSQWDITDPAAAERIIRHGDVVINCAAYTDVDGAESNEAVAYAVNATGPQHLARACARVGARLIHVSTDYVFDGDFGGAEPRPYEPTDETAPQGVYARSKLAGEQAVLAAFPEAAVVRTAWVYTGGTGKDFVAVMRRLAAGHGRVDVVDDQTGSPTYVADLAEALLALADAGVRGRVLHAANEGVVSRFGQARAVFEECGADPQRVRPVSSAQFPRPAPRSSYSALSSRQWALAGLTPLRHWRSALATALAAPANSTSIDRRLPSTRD
Target sequence (P9WH11 whole entry, looked up): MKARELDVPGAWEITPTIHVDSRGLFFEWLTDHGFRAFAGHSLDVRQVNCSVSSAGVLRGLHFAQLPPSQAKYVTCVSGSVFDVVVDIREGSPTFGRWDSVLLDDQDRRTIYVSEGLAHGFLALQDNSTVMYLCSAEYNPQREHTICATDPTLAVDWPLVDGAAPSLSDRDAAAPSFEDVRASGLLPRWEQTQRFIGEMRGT
M. tuberculosis GlmU: inhibition of mycobacterial GlmU enzyme – biochemical, glucosamine-1-phosphate acetyltransferase (AID 1376). M. tuberculosis GlmU acetyltransferase enzyme assay; higher % means a stronger effect. inhibition, %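 (tested at 30 µM in the primary screen)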; hits with a dose series show IC50 in µM. actives 0.25% (n = 220,000); in the data active = inhibition above about 13%;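 note: 0% = complete reaction with vehicle and 100% = reaction without substrate; strong numbers were not always called active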
The depositor's hits bear a star; x = not tested or not shown. These rows are one share of the data (hit frequency here may not be typical).

mol	Mtb RmlCD inh	M. tuberculosis GlmU
CCN(CC)CC#CCC(OC)(c1ccccc1)c1ccccc1	-8	0.9%
CCOC(=O)Cc1ccc(NC(=O)c2cccc([N+](=O)[O-])c2)cc1	10	2.2%
O=C(C(NS(=O)(=O)c1cccc2nsnc12)c1ccccc1)N1CCN(c2ccccn2)CC1 (stereo not drawn)	-17	2.9%
COC(=O)c1ccc(N=NN2CCCCC2)cc1	4	3.1%
COC(=O)c1ccc(OCC(=O)c2ccccc2OC)cc1	-10	10%
CCOc1cccc(-n2nnnc2-c2ccc(OC)cc2)c1	7	0.7%
O=C(/C=C/c1cccs1)N1CCN(c2ccccc2)CC1	3	8.4%
C/C(=N\OCC(=O)Nc1ccc(OC(F)(F)F)cc1)c1ccc2c(c1)OCCO2	2	-0.9%
[N-]=[N+]=CC(=O)C(Cc1ccccc1)N1C(=O)c2ccccc2C1=O (stereo not drawn)	x	6.1%
Nc1nc(CN2CCN(c3ccccc3F)CC2)nc(Nc2ccccc2)n1	x	-6.7%
NCCCC[C@H](NC(=O)C1CCNCC1)c1nnc(CN)o1	x	0.5%
COC(=O)C(=C/C=C/c1ccco1)C(=O)OC	2	-5.2%
O=C(Nc1ccc(Cl)cc1)OCCn1nnnc1C(c1ccccc1)N1CCOCC1 (stereo not drawn)	x	0.9%
COc1ccc(-c2noc(C3CCCN(C(=O)Nc4ccccc4)C3)n2)cc1 (stereo not drawn)	-6	0.3%
CCOC(=O)c1ccc(NC(=O)Cn2nnc(-c3ccccc3F)n2)cc1	-8	-3.0%
CN1CCN(C(=S)Nc2cc([N+](=O)[O-])ccc2Cl)CC1	-6	2.8%
Cc1ccc(NC(=O)CC2C(=O)N(Cc3ccccc3)C(=S)N2NC(=O)c2ccccc2)c(C)c1 (stereo not drawn)	-6	1.4%
COc1cc(NS(=O)(=O)c2ccc(OC)c(C)c2C)c(OC)cc1Cl	x	-1.6%
O=C(c1ccc(N2C(=O)CCC2=O)cc1)N1CCOCC1	8	-0.5%
Cc1cccc(-n2c3nc(=O)[nH]c(=O)c-3cc3c(C)nn(-c4ccccc4)c32)c1	-1	6.4%
C/C=C\C=C\C(=O)N1CC2(CC(c3cccc(NC(=O)COc4ccc(Cl)cc4)c3)=NO2)C[C@H]1C(N)=O (stereo partly drawn)	x	2.9%
Cn1nnnc1SCCNCc1ccccc1OCc1ccccc1Cl	0	0.2%
COc1ccc(C(CNC(=O)c2ccc(S(=O)(=O)N3CCOCC3)cc2)N2CCCCC2)cc1 (stereo not drawn)	5	1.0%
COc1ccc(N2CCN(C(=O)CCc3ccc(S(=O)(=O)NC(C)C)cc3)CC2)cc1	x	-0.7%
Cc1ccc(NC(=O)c2cccc(S(C)(=O)=O)c2)cc1	-4	-3.0%
Cc1cc(C)nc(NN2C(=O)/C(=C/c3ccc(O)cc3)SC2=S)n1	x	-1.1%
CCOC(=O)C(NC(C)=O)(OCc1ccccc1)C(F)(F)F (stereo not drawn)	x	1.9%
COc1cccc(NS(=O)(=O)c2ccc3[nH]cc(C(=O)NC4CC4)c(=O)c3c2)c1	-6	2.6%
COCCCNS(=O)(=O)c1ccc2[nH]c(=O)[nH]c2c1	x	-4.3%
Cc1cccc(CSCCNC(=O)CN(c2cc(C)cc(C)c2)S(C)(=O)=O)c1	7	3.8%

Entries of single compounds, looked up by structure:
COCCCNS(=O)(=O)c1ccc2[nH]c(=O)[nH]c2c1 is listed with Mtb RmlCD inh = x; M. tuberculosis GlmU = -4.3%
COC(=O)c1ccc(N=NN2CCCCC2)cc1 is listed with Mtb RmlCD inh = 4; M. tuberculosis GlmU = 3.1%

No new results follow: entries from further up.
mol	Mtb RmlCD inh	M. tuberculosis GlmU
Cc1cccc(-n2c3nc(=O)[nH]c(=O)c-3cc3c(C)nn(-c4ccccc4)c32)c1	-1	6.4%
C/C=C\C=C\C(=O)N1CC2(CC(c3cccc(NC(=O)COc4ccc(Cl)cc4)c3)=NO2)C[C@H]1C(N)=O (stereo partly drawn)	x	2.9%
Cn1nnnc1SCCNCc1ccccc1OCc1ccccc1Cl	0	0.2%
COc1ccc(C(CNC(=O)c2ccc(S(=O)(=O)N3CCOCC3)cc2)N2CCCCC2)cc1 (stereo not drawn)	5	1.0%
COc1ccc(N2CCN(C(=O)CCc3ccc(S(=O)(=O)NC(C)C)cc3)CC2)cc1	x	-0.7%
Cc1ccc(NC(=O)c2cccc(S(C)(=O)=O)c2)cc1	-4	-3.0%

The results go on.
mol	Mtb RmlCD inh	M. tuberculosis GlmU
CCOn1c(-n2nc(C)cc2C)nc2ccccc2c1=O	x	0.3%
Cc1onc(-c2c(F)cccc2Cl)c1C(=O)N1CCN(S(C)(=O)=O)CC1	-4	-2.0%
Cc1ccc(-c2cc(C(=O)NCc3ccco3)c3ccccc3n2)o1	7	4.1%
CC(C)=N/N=C1\NC(=O)C(C)S1 (stereo not drawn)	-8	2.3%
O=c1[nH]c2c(s1)C(c1ccc(O)cc1)C1C3CCC(C3)C1S2 (stereo not drawn)	11	-3.0%
N=C1/C(=C\c2ccc(-c3cccc(Cl)c3)o2)C(=O)N=C2SC=C(c3ccccc3)N12	2	-2.3%
Cc1ccc(-c2c(C#N)c(N)n(-c3ccc(C)cc3)c(=O)c2C#N)cc1	x	5.6%
CCC(C)c1ccc(N2C(=O)NC(=O)/C(=C/c3cccn3CCOc3ccc(C)cc3)C2=O)cc1 (stereo not drawn)	4	1.9%
Cc1ccc(C)c(N2CN(Cc3ccco3)CNC2=S)c1	4	0.2%
CCOC(=O)C1(CCOc2ccccc2)CCN(Cc2cccc3nonc23)CC1	8	6.1%
CCOc1ccc(/C=C2\SC(=S)N(NS(=O)(=O)c3ccccc3)C2=O)cc1OC	19	-1.1%
COc1ccc(NC(=O)N2CCCC2C(=O)Nc2ccccc2)cc1 (stereo not drawn)	x	-2.4%
COc1ccccc1-c1cc(C(=O)N/N=C/c2cccs2)c2ccccc2n1	0	x
C/C(=N\Nc1ccccc1[N+](=O)[O-])c1ccc(N2CCOCC2)cc1	1	-3.8%
CCCCn1c2nc3ccccc3nc2c2c(=O)n(C(C)CC)cnc21 (stereo not drawn)	21	-3.3%
CC(C)Cc1nc(SCc2cccnc2)c2c(=O)n(C)c(=O)n(C)c2n1	-6	2.3%
Cc1ccc(CC2S/C(=N/c3ccccn3)NC2=O)cc1 (stereo not drawn)	x	-2.6%
O=C(Cn1cnc2ccccc2c1=O)NCc1ccco1	x	-3.0%
O=C(O)C1CCCCC1C(=O)Nc1nc(-c2cccs2)cs1 (stereo not drawn)	17	1.9%
COc1ccc(Nc2ccc(S(=O)(=O)N3CCCCCC3)cc2[N+](=O)[O-])cc1	x	1.1%
COc1cc(C(=O)NNc2nc3cc4c(cc3s2)OCO4)cc(OC)c1OC	x	-5.1%
CCCCC(=O)Nc1ccc2c3c(cccc13)CC2	-4	-2.5%
CCOc1cc(CNCc2ccccn2)cc(Cl)c1OCC	7	-0.2%
CCOCC(=O)Nc1ccccc1C(=O)N1CCOCC1	2	5.1%
CC(C)NC(=O)COC(=O)c1ccc(Cl)c(S(N)(=O)=O)c1	10	2.2%
CCn1cc(Cl)c(C(=O)Nc2ccc(OC)c(OC)c2)n1	12	-0.4%
CC1CCN(C(=O)c2cc(N3C(=O)C4C5CCC(C5)C4C3=O)ccc2Cl)CC1 (stereo not drawn)	10	9.5%
COc1ccc(N2C(=O)CC(Sc3nc(C)cc(C)c3C#N)C2=O)cc1 (stereo not drawn)	x	0.1%
N#CC(=C=[N-])/C=C(\C(=O)c1ccccc1)[n+]1ccccc1	8	0.5%
O=C(N/N=C/c1ccc(C(=O)O)cc1)C1=NNC(c2ccccc2)(c2ccccc2)C1	7	1.7%

Looked up above:
CCOn1c(-n2nc(C)cc2C)nc2ccccc2c1=O – M. tuberculosis GlmU: 0.3%
Cc1ccc(CC2S/C(=N/c3ccccn3)NC2=O)cc1 (stereo not drawn) – M. tuberculosis GlmU: -2.6%
CCC(C)c1ccc(N2C(=O)NC(=O)/C(=C/c3cccn3CCOc3ccc(C)cc3)C2=O)cc1 (stereo not drawn) – M. tuberculosis GlmU: 1.9%
CC1CCN(C(=O)c2cc(N3C(=O)C4C5CCC(C5)C4C3=O)ccc2Cl)CC1 (stereo not drawn) – Mtb RmlCD inh: 10
COc1ccc(N2C(=O)CC(Sc3nc(C)cc(C)c3C#N)C2=O)cc1 (stereo not drawn) – M. tuberculosis GlmU: 0.1%

(further entries)
The line under a structure holds: Mtb RmlCD inh	M. tuberculosis GlmU
> COC(=O)Cc1c[nH]c2cccc(OCC(O)CN(Cc3ccc([N+](=O)[O-])cc3)C(C)(C)C)c12 (stereo not drawn)
    6	5.4%
> CC1(C)CC(=O)C2=C(C1)Nc1cc(Cl)ccc1S2
    8	-0.8%
> CCN(CC)CCCN=Cc1c(-c2ccccc2)[nH]n(-c2nc3ccccc3s2)c1=O
    10	-6.8%
> O=C(CCn1c(=S)[nH]c2cc3c(cc2c1=O)OCO3)N1CCc2ccccc2C1
    -3	x
> O=C(NC(NC1CCS(=O)(=O)C1)C(Cl)(Cl)Cl)c1cccc(Cl)c1 (stereo not drawn)
    37	2.1%
> Cc1cc(C(=O)CN2CCCC2)c(C)n1-c1ccc(Cl)cc1
    -12	4.9%
> C/C(N)=C(/C#N)C(=O)COC(=O)COc1ccc(Cl)cc1C
    x	3.3%
> COC(=O)c1ccc(COc2ccccc2/C=C(\C#N)C(=O)Nc2ccccc2C)cc1
    -1	0.1%
> Cc1nc(SCC(=O)Nc2ccc(Cl)cc2[N+](=O)[O-])nc(C)c1C
    21	-1.7%
> CC1CCCC(C)N1/N=C/c1ccc(C#N)cc1 (stereo not drawn)
    -8	1.1%
> CCN1CCN(Cc2ccc(NC(=O)c3cc(NC(=O)C4=NN(c5ccccc5)C(=O)C4)cc(OC)c3)cc2C(F)(F)F)CC1
    x	3.8%
> COc1ccc2c(c1)CCN(C(=O)CCl)C2C1C(=O)CCCC1=O (stereo not drawn)
    -9	8.8%
> CCC(=O)NC(=S)Nc1cccc(NC(=O)c2ccccc2)c1
    -2	-2.6%
> Cc1cc(/C=C(\C#N)C(=O)NCC2CCCO2)c(C)n1-c1ccc(Cl)cc1 (stereo not drawn)
    8	3.8%
> Cc1ccnc(NC(=O)/C=C/c2ccccc2[N+](=O)[O-])c1
    x	-3.5%
> CCN(CC(=O)Nc1ccc(NC(C)=O)cc1)c1ccc(C(F)(F)F)cn1
    -12	-1.6%
> COc1cccc(-c2cc3nc4c(c(N5CCC6(CC5)OCCO6)n3n2)CCC4)c1
    15	-3.2%
> Cn1c(=O)[nH]c2nnc(-c3ccc(Cl)c(Cl)c3)nc2c1=O
    x	-0.4%
> N#CC1=C(SCC(=O)Nc2ccccc2)NC(=O)CC1c1ccco1 (stereo not drawn)
    x	-5.5%
> CCOc1ccc(NC(=S)NC(C)C(c2ccccc2)N2CCN(C)CC2)cc1 (stereo not drawn)
    -5	-6.7%
> Cc1c(NC(=O)/C(C#N)=C/c2ccccc2)c(=O)n(-c2ccccc2)n1C
    7	-3.0%
> CC(C)NCCOc1cccc(Br)c1
    x	-3.8%
> CCc1ccc(-c2nc(CN3CCC(C(=O)N4CCN(c5ccccn5)CC4)CC3)c(C)o2)cc1
    2	x
> N/C(=N\OS(=O)(=O)c1ccc2ccccc2c1)c1ccncc1
    24	4.5%
> CN(C)C/C=C/C(O)(c1ccccc1)c1ccccc1
    4	2.5%
> CC(=O)Nc1ccc(S(=O)(=O)NC(CC(=O)NCCCN2CCOCC2)C(C)C)cc1 (stereo not drawn)
    -2	2.8%
> O=C1NC(c2ccccc2)(C(F)(F)F)SC2=NCCCN12 (stereo not drawn)
    1	-3.7%
> CCCCN(CCCNC(=O)C1CCN(S(=O)(=O)CC)CC1)c1ccccc1
    -4	-2.6%
> CN(C)C(=S)Nc1ccc(S(=O)(=O)N2CCCCC2)cc1
    -13	5.2%
> OCCC1CN(Cc2cccn2-c2cccnc2)CCN1C1CCCCC1 (stereo not drawn)
    x	2.4%
> NS(=O)(=O)c1ccccc1
    -10	1.1%
> C/C(=N/OCC(=O)Nc1ccccc1)c1cccs1
    8	4.6%
> c1sc2[n+](c1C13CC4CC(CC(C4)C1)C3)CCS2
    2	2.8%
> CCc1cccc(NC(=O)COc2ccccc2)c1
    x	-0.1%
> Cc1ccccc1C(=O)NC1CCN(CC(=O)Nc2ccc3c(c2)OCCO3)CC1
    14	2.2%
> CCOc1ccccc1NC(=O)CCSc1nc2n[nH]c(C)c2c(=N)n1-c1ccccc1Cl
    8	1.9%
> Cc1ccc(NC(=O)Cn2nc(C)c([N+](=O)[O-])c2C)cc1C
    -11	3.0%
> N/C(=C/C(=O)c1ccccc1O)C(F)(F)F
    -10	-0.4%
> COc1ccc(-c2ccoc2)cc1[C@H]1[C@H]2C=CC[C@@H](C)[C@@H]2C(=O)N1Cc1ccccc1
    x	4.5%
> O=C(O)CSc1nnc(SCc2cccc3ccccc23)s1
    x	0.3%
> CCn1ccnc1CN(C)Cc1nc(CCC(C)C)no1
    -7	2.5%
> COc1cc(C2C(C#N)=C(N)OC3=C2C(=O)CC(C)(C)C3)cc([N+](=O)[O-])c1O (stereo not drawn)
    -7	-0.5%
> CCOc1nc(NC(=O)NC(=O)c2ccccc2)nc(-c2ccccc2)n1
    -3	-4.9%
> CC(=NCc1ccco1)c1c(C)[nH]n(-c2nc3ccccc3s2)c1=O
    -7	-5.9%
> O=[N+]([O-])c1cccc(S(=O)(=O)[N-]c2nc3ccccc3nc2-n2cc[n+](Cc3ccccc3)c2)c1
    4	1.4%
> CCCn1nnnc1SCC(=O)Nc1nnc(CC)s1
    0	0.6%
> O=c1cc(Cl)c(-c2ccccc2)n[nH]1
    2	-0.1%
> O=C(O)Cc1ccc(O)c(F)c1
    x	1.4%
> O=C(OCc1cn(Cc2ccccc2)nn1)c1ccccc1
    x	-0.3%
> C[N+](C)(C)CC(=O)Nc1ccc(Cl)cc1C(=O)c1ccccc1
    -11	-1.2%
